Pin1 inhibitor – human Pin1 inhibition | Potency, µM (top dose mostly 115 µM), for inactives: top-dose activity, negative = inhibition, actives largely listed as inhibitors | hit rate 0.009% among 390,000 | AID 504891 | Pin1 FP peptide displacement, HiFluor488, 10 min; active means well fitted inhibition curve with a large enough effect in the polarisation, with a control signal flat, not every such curve was filed as active; inconclusive means small, poorly fitted or top-dose-only effect, or effect the other way, or a change in a side signal; inactive means no such curve, though single readings can be large or run the other way; the % refers to the polarisation; further: on the % scale 0 is the no-effect control and ±100 the full control effect
G9a inh – blocks human histone lysine methyltransferase G9a; G9a H3K9 monomethylation, AlphaScreen, 2 h; Potency, µM (titrated, usually from 102 µM), for the others: at the top dose activity, negative = inhibition, hits mostly inhibitors; hit rate 8.8% among 350,000; AID 504332; further: on the % scale 0 is the no-effect control and ±100 the full control effect; nearly all actives have a fitted effect of over 75% in size
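G9a (20 nM) was preincubated 15 min with compound, then reacted 2 h at room temperature with 500 nM biotin-H3K9 peptide and 20 µM SAM. Monomethyl-H3K9 detected by AlphaScreen using anti-H3K9me1 antibody.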
POLI inh – DNA polymerase iota (human) inhibition; Pol iota fluorescent replication assay, 10 min; Potency, µM (doses to about 115 µM), for inactives: at the top dose activity, negative = inhibition, hits mostly inhibitors; hit rate 1% among 390,000
Target sequence (Q9UNA4 whole entry, looked up): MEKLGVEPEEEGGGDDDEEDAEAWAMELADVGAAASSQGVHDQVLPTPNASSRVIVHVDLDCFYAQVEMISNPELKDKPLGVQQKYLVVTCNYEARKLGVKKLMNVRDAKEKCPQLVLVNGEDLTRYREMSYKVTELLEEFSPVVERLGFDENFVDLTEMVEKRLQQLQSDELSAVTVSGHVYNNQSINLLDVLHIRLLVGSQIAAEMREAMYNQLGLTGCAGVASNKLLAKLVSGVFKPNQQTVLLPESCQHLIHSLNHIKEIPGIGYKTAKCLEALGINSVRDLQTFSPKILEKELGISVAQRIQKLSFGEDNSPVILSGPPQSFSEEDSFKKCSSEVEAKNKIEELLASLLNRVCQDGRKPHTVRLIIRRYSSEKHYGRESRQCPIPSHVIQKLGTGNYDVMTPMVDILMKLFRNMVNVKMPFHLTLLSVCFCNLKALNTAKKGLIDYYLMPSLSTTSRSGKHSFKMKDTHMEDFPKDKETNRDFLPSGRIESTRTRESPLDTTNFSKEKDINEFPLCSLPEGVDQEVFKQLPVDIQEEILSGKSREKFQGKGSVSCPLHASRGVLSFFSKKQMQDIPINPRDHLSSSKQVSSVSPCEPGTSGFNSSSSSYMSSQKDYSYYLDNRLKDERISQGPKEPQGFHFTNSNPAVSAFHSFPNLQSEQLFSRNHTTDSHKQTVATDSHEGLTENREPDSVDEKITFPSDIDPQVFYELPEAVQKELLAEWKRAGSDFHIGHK
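Pol iota at 10 nM preincubated 15 min with compounds at room temperature; reaction started with fluorescent substrate, 50 nM final. Fluorescence read kinetically at 0 and 10 min; buffer-only wells as negative control.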
Tb PGK inh – inhibitors of T. brucei phosphoglycerate kinase. P07378. PGK/GAPDH coupled, Kinase-Glo luminescence, 60 min. Potency, µM (highest dose often 57.5 µM), for inactives: top-dose activity change, negative = inhibition, most hits filed as inhibitors. hit rate 0.043% among 380,000; further: on the % scale 0 is the no-effect control and ±100 the full control effect; nearly all actives have a fitted effect of over 60% in size
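Luminescent ATP detection (Kinase-Glo Plus) follows a 60-minute room-temperature incubation, with wells lacking PGK as controls. Buffer: 100 mM TEA (pH 7.6), 5 mM MgCl2, 0.01% Tween-20. Coupling enzyme GAPDH (100 nM final) supplies unstable 1,3-BPG in-well.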
GLS inh – inhibitors of human glutaminase (GLS); hit rate 0.21% among 410,000; O94925; GLS enzymatic activity, qHTS titration; Potency, µM (top dose mostly 45.5 µM), for inactives: at the top dose activity change, negative = inhibition, most hits filed as inhibitors; further: on the % scale 0 is the no-effect control and ±100 the full control effect
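Human kidney-isoform GLS in 45 mM KH2PO4 pH 8.2, 0.02% Tween-20, with compound, started with 1mM L-Glutamine (added stock). Glutamate oxidase/HRP/Amplex red coupled fluorescence read at start and after 30 min at RT.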
BAZ2B inh – BAZ2B (human) inhibition; Potency, µM (highest dose often 114 µM), for the others: at the top dose activity change, negative = inhibition, actives largely listed as inhibitors; hit rate 4.4% among 360,000; AlphaScreen BAZ2B-H3K14Ac peptide displacement; AID 504333; Q9UIF8; further: on the % scale 0 is the no-effect control and ±100 the full control effect; nearly all actives have a fitted effect of over 60% in size
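Complex of BAZ2B and biotin-H3K14Ac (50 nM apiece) forms over 30 min at RT, then faces library compounds up to 110 uM for another 30 min; AlphaScreen beads added, 20 min dark incubation, luminescence read.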
BLM helicase inh – inhibitors of human Bloom syndrome helicase BLM | P54132 | recombinant BLM DNA unwinding, fluorescence dequenching | Potency, µM (top dose mostly 56.1 µM), for inactives: at the top dose activity change, negative = inhibition, most hits filed as inhibitors | hit rate 0.2% among 350,000;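 further: plate controls were vehicle for no effect and no enzyme for full effect; nearly all actives have a fitted effect of over 35% in size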
HP1b binding inh – HP1-beta chromodomain-methylated histone interaction inhibition. P83916. AlphaScreen HP1-beta / biotin-H3K9me3 peptide binding. Potency, µM (series often up to 114 µM), inactives show top-dose activity change, negative = inhibition, hits mostly inhibitors. hit rate 0.56% among 390,000; further: nearly all actives have a fitted effect of over 70% in size; inactives centre near 23
Target sequence (P83916 whole entry, looked up): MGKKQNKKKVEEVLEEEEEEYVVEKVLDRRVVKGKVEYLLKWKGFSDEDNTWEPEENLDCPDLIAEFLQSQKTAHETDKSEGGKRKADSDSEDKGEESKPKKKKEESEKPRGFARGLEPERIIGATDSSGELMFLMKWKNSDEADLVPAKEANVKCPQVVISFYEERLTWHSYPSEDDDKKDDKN
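Compound inhibition of the preformed complex between 50 nM HP1-beta and 50 nM biotinylated H3K9me3 peptide was read by AlphaScreen. Buffer was PBS pH 7.4 with 0.01% Tween-20. Incubations ran 30 min at room temperature, with 10 ug/mL donor/acceptor beads.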
JMJD2A Tudor inh – blocks the human JMJD2A Tudor domain. Potency, µM (series often up to 114 µM), for inactives: at the highest dose activity change, negative = inhibition, usual class: inhibitors. hit rate 4.4% among 390,000. AlphaScreen JMJD2A-Tudor / H3K4me3 peptide binding; further: on the % scale 0 is the no-effect control and ±100 the full control effect; nearly all actives have a fitted effect of over 50% in size
* marks the source's active call; other numbers are inactive results; i = inactive; ? = inconclusive; · = not tested or not shown; [ ] = dose if it differs, or a comment. Unless noted, the call rests on the fitted dose curve; in most records, active means well fitted curve in the direction sought with a large enough effect; inconclusive means small, poorly fitted or top-dose-only effect, or another doubt; inactive means no such curve, though single readings can be large; an effect the other way counts as inactive or inconclusive. Potency means the concentration at half of the fitted maximal effect. A portion of the library; count on the stated rates, not on these rows.

Pin1 inhibitor	BAZ2B inh	GLS inh	Tb PGK inh	HP1b binding inh	BLM helicase inh	JMJD2A Tudor inh	G9a inh	POLI inh	Compound
?	-38%	9%	3%	6%	-4%	?	?	-1%	CCOc1cc(/C=N/Nc2nc(Nc3ccccc3)nc(N3CCCCC3)n2)ccc1OCC(=O)O
-5%	-3%	-8%	-4%	22%	-2%	10%	21%[12.7 µM]	0%	CC(C)CC(=O)Nc1nc2c(c(=O)[nH]1)CCCC2
-3%	1%	4%	-2%	32%	2%	1%	19%[2.33 µM]	41%[activator]	CCCCN(C)S(=O)(=O)c1c(C)[nH]c(=O)[nH]c1=O
-1%	1%	-7%	-14%	41%[activator]	-7%	10%	-6%	-9%	Cc1ccccc1C(=O)N1c2ccccc2OCC1C(C)(C)C (centres undefined)
1%	5%	-11%	-1%	21%	-2%	-7%	?	47%[activator]	CCOC(=O)c1ccc(N(C(=O)c2ccco2)C(C(=O)NC2CCCCC2)c2ccncc2)cc1 (centres undefined)
-1%	-1%	0%	-2%	17%	-4%	-12%	·	9%	COc1cccc(CNC(=O)CCC2CCCN(C(=O)c3ccc(F)c(Cl)c3)C2)c1 (centres undefined)
5%	3%	-18%	i	27%	-2%	-29%	-21%	81%[activator]	O=[N+]([O-])c1cccc(N2Cc3ccccc3C2)c1
0%	-16%	-9%	-1%	25%	0%	-11%	-5%	-2%	Cc1c(NP(=O)(c2ccc(Br)cc2)c2ccc(Br)cc2)c(=O)n(-c2ccccc2)n1C
17%	-24%	3%	5%	0%	-3%	-30%	0%	-5%	O=C(Nc1cccnc1)c1cc(-c2cccc(Br)c2)nc2ccccc12
?	6%	-4%	2%	77%[activator]	-5%	7%[57.1 µM]	149%[activator][59 µM]	5%	O=S(=O)(c1ccccc1Cl)N1CCCC1c1nc(-c2ccccc2Cl)no1 (centres undefined)
0%	2%	6%	1%	34%	0%	-3%	-50%	15%	COc1ccccc1-n1c(CNC(=O)c2ccco2)nnc1SCC(=O)Nc1ccc(F)cc1
-3%	0%	-6%	i	46%[activator]	-1%	1%	-5%	7%	COc1ccccc1NC(=O)CN1CCN(CC(=O)Nc2cc(C)ccc2OC)CC1
-15%	-2%	15%	5%	21%	-5%	1%	0%[0.0925 µM]	7%	O=C(Cn1nc(C(F)F)cc1C(F)F)N/N=C/c1ccc2c(c1)OCO2
2%	-1%	2%	-4%	47%[activator]	-4%	-6%	·	-18%	Nc1cc(=O)[nH]c(SCC(=O)Nc2cc(Cl)ccc2Cl)n1
0%	-12%[57.1 µM]	-6%	3%	80%[activator]	-3%	-1%	17%	?	O=C(Nc1cccc(-n2cnnn2)c1)c1ccc(OC(F)(F)F)cc1
0%	·	-13%	0%	24%	·	-17%	·	24%	Cc1cc(Br)cc(Br)c1OCC(=O)NNC(=O)Nc1ccccc1
5%	-29%	2%	i	?	-5%	-28%	?	-11%	COC(=O)c1scc(-c2ccc(C)cc2)c1S(=O)(=O)N1CCN(c2ccc(F)cc2)CC1
-10%	-2%	0%	-9%	24%	-10%	-8%	-4%[59 µM]	19%	CCc1nc(SCc2ccccn2)c2c(=O)n(C)c(=O)n(C)c2n1
0%	1%	-3%	-6%	32%	10%	4%	4%[59 µM]	16%	CCCNC(=O)Cn1ncc2c3ccccc3n(CCC)c2c1=O
5%	·	-16%	1%	-10%	·	-18%	·	81%[activator]	O=C(NNC(=O)OCc1ccccc1)OCc1ccccc1
6%	50%[activator]	1%	4%	28%	·	-5%	50µM*	10%	CCC(CC)NC(=O)CSc1ccc(S(=O)(=O)N2CCCCC2)cn1
-1%	-1%	-4%	-1%	30%	-4%	-10%	11µM*	10%	Cn1c(SCC(=O)N2CCN(Cc3ccccc3)CC2)nnc1-c1ccncc1
-3%	·	-10%	-3%	25%	·	-6%	·	9%	CC(=O)Nc1ccc(NC(=O)c2cccc(S(=O)(=O)N3CCCCCC3)c2)cc1
66%[activator]	8%	-4%	-9%	11%	-11%	-6%	19%	3%	O=c1c2ccccc2nc(COc2ccccc2)n1/N=C/c1cn[nH]c1-c1ccccc1
-5%	4%	4%	0%	19%	-1%	-6%	12%	76%[activator]	Cc1c(Cl)cccc1NC(=O)C1C2C=CC(C2)C1C(=O)O (centres undefined)
0%	10%	-1%	-3%	54%[activator]	-3%	1%	33%[activator]	4%	CCCC(=O)N(c1ccc(OCC)cc1)S(=O)(=O)c1ccc2c3c(cccc13)C(=O)N2C
2%	1%	1%	-9%	34%	0%	-6%	10%[2.33 µM]	16%	COc1ccc(NC(=O)CN(C)S(=O)(=O)c2cccs2)cc1
0%	-15%	0%	-10%	12%	0%	-12%	14%	-25%	COc1ccc(C(=O)N/C(=C/c2ccc(Cl)cc2)C(=O)NCc2ccncc2)cc1
5%	-23%	-2%	i	36%	·	-5%	-6%[0.501 µM]	7%	CC1CN(S(=O)(=O)c2cccc(C(=O)N(Cc3nnc(-c4ccccc4Cl)o3)C3CC3)c2)CC(C)O1 (centres undefined)
4%	?	7%	-2%	13%	-5%	?	-21%	-11%	CN1/C(=C\C=N\NC(=O)c2cccnc2)C(C)(C)c2ccccc21
0%	-7%	1%	i	29%	0%	-6%	-8%[59 µM]	13%	O=C(CC(c1cccs1)N1Cc2ccccc2C1=O)Nc1ccc(Cl)cc1 (centres undefined)
-5%	?	3%	-2%	22%	-8%	-15%	8%[12.7 µM]	?	Cc1ccc(C(=O)Nc2cccc(C(F)(F)F)c2)cc1Nc1cnccn1
4%	-13%	-4%	i	4%	-2%	-17%	-8%	68%[activator]	NC(=O)C1CCN(C(=O)/C=C/c2cc(Br)ccc2F)CC1
-10%	-3%	32%[activator]	-10%	2%	-5%	-24%	?	0%	Cc1ccc(O)c(NC(=S)NC(=O)CC(C)C)c1
3%	-30%	10%	1%	18%	-1%	-18%	10µM*	4%	COc1ccc(Br)cc1-c1nc(C)c(C(C)=O)n1O
-6%	-26%	-6%	i	29%	2%	-23%	?	19%	O=C(COc1cccc2ccccc12)NNC(=O)Nc1ccccc1
9%	50µM*	16%	-5%	-17%	-9%	50µM*	22µM*	?	CCC(C)C(=O)Nc1nc(C)c(-c2csc(Nc3cc(OC)ccc3OC)n2)s1 (centres undefined)
?	-5%	5%	-4%	22%	-2%	-12%[57.1 µM]	4%[12.7 µM]	-2%	CCOC(=O)COc1ccc(-c2nnc(-c3ccccc3)o2)cc1
6%	-21%	-1%	-6%	26%	3%	-5%	·	-18%	O=S(=O)(Nc1cccc(S(=O)(=O)N2CCCCCC2)c1)c1ccccc1
-6%	-10%	10%	2%	24%	-2%	-12%	0%	5%	CCOC(=O)CC1C(=O)NCCN1C(=O)c1ccc(C)cc1 (centres undefined)
0%	?	1%	-12%	-4%	2%	-15%	-22%	-14%	CN(C)c1oc(COc2ccc(F)cc2)nc1C#N
?	-35%	25%	-2%	14%	-2%	-23%	?	16%	COC(=O)c1cc2occc2n1CC(=O)Nc1ccc(N(C)C)cc1
6%	0%	6%	2%	30%	-2%	-3%	-9%[59 µM]	13%	Fc1cccc(Cl)c1/C=N/Nc1c(Cl)cncc1Cl
6%	4%	-1%	7%	69%[activator]	-2%	-7%	·	23%	O=C(c1ccco1)N1CCN(Cc2cccc(C(F)(F)F)c2)CC1
5%	-3%	-4%	-3%	7%	-3%	-20%	5%	31%[activator]	CCOc1ncccc1C(=O)OCC(=O)N(CC)c1ccccc1
5%	-21%	-1%	·	63%[activator]	1%	-12%	-7%	16%	COc1ccccc1C(=O)N1C(CC(=O)Nc2cc(Cl)ccc2C)C(=O)NC2CCCCC21 (centres undefined)
4%	-13%	0%	7%	21%	-4%	-2%	13%	57%[activator]	Cc1nnc(SCC(=O)Nc2cccc([N+](=O)[O-])c2)n1CC1CCCO1 (centres undefined)
3%	-3%	2%	-7%	32%	3%	-12%	-1%	35%[activator]	CCCNC(=O)C1CCN(S(=O)(=O)c2cccs2)CC1
4%	-11%	-6%	0%	33%	-1%	-18%	-14%[59 µM]	-4%	C#Cc1ccc([C@H]2C=C(C(=O)N3CCOCC3)O[C@@H](OCc3ccc(CO)cc3)C2)cc1
8%	-31%	-5%	11%	-1%	-6%	-2%[11.4 µM]	-17%[12.7 µM]	?	CCOC(=O)c1[nH]c(COC(=O)C2CC(=O)N(Cc3ccccc3)C2)c(C(=O)OCC)c1C (centres undefined)
0%	10%	5%	-7%	25%	·	-7%	10%[12.7 µM]	21%	CCc1ccccc1NC(=O)CN(C)C(=O)Cn1cnc2ccc(Cl)cc2c1=O
3%	-5%	0%	5%	21%	-6%	1%	0%[12.7 µM]	76%[activator]	CN(C)C(=O)CCCCCCCCC(=O)N(C)C
2%	-8%	5%	8%	44%[activator]	0%	-10%	·	38%[activator]	COc1cc(CC(NC(C)=O)C(=O)NC2CCN(c3nc(OC)nc(OC)n3)CC2)cc(OC)c1 (centres undefined)

By substructure, those above containing a COOH group.
Pin1 inhibitor	BAZ2B inh	GLS inh	Tb PGK inh	HP1b binding inh	BLM helicase inh	JMJD2A Tudor inh	G9a inh	POLI inh	Compound
?	-38%	9%	3%	6%	-4%	?	?	-1%	CCOc1cc(/C=N/Nc2nc(Nc3ccccc3)nc(N3CCCCC3)n2)ccc1OCC(=O)O
-5%	4%	4%	0%	19%	-1%	-6%	12%	76%[activator]	Cc1c(Cl)cccc1NC(=O)C1C2C=CC(C2)C1C(=O)O (centres undefined)
